STAT1 inh: STAT1 signaling inhibition. AID 920. actives 0.35% (n = 200,000). NIH 3T3 STAT1-luciferase reporter, IFN-gamma, luminescence. inhibition, % at 5.5 µM;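 active = inhibition above a set limit, the mean inhibition across all tested compounds plus 3 SD, cut at about 34% in these data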;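 also: 0% = IFN-gamma with DMSO and 100% = IFN-gamma with 300 µM nifuroxazide; values of inactives mirror those of a sister screen read the other way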
G6PDH CS: inhibits Leuconostoc G6PDH, flagging false hits in G6PDH-based assays; Purified L. mesenteroides G6PDH, diaphorase/resazurin coupled fluorescence, 45 min; inhibition, % at 5 µM; actives 0.12% (n = 200,000); AID 1020; in the data active = inhibition above about 50%
TLR4-MyD88 BLA: TLR4-MyD88 interaction inhibition in cells | HeLa CL3-4 TLR4/MyD88 BLA complementation, FRET ratio | inhibition, % at 8.4 µM | actives 0.18% (n = 200,000) | AID 861; in the data active = inhibition above about 25%;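 also: 0% = vehicle and 100% = reference inhibitor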
Target sequence (O00206 whole entry, looked up): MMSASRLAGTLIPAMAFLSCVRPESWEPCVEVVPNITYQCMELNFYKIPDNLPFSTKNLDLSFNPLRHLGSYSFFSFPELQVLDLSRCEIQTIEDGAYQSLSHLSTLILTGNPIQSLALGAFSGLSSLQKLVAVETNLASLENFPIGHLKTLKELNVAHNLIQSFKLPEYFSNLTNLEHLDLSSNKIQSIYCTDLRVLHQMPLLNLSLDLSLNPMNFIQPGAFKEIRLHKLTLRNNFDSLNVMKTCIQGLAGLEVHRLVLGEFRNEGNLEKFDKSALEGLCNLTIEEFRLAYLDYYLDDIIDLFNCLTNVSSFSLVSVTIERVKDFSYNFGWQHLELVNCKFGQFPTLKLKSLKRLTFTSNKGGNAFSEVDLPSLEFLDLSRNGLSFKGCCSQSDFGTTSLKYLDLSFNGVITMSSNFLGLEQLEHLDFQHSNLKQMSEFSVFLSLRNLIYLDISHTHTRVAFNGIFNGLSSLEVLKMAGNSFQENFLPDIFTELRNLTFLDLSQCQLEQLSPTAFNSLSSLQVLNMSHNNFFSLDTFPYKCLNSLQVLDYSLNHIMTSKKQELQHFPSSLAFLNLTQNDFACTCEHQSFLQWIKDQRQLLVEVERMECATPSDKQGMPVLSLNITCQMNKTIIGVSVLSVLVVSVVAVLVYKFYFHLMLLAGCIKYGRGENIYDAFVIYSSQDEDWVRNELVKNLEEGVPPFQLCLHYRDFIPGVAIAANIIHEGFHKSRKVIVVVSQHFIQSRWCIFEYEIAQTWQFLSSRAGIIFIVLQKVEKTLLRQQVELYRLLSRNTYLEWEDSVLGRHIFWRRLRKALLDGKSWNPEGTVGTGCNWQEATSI
Target sequence (Q99836 whole entry, looked up): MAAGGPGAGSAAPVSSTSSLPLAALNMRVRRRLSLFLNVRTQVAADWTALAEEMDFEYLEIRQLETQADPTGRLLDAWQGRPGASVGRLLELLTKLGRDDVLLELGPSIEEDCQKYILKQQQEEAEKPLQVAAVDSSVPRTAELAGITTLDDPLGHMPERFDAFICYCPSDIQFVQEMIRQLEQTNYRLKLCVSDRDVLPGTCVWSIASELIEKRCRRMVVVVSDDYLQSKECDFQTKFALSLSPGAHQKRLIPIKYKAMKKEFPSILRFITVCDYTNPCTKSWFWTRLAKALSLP
Hsp70 activator: Hsp70 transcriptional activation, primary screen | activation, % at 10 µM | HeLa Hsp70 promoter luciferase reporter, luminescence; scaled: vehicle 0, proteasome-inhibitor control 100% | AID 1203 | actives 0.04% (n = 200,000);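 active = activation above the mean across all tested compounds plus 3 SD, cutoff set per campaign, cut at about 5.5% in these data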;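 also: 100% = MG132 at 30 µM as the positive control and 0% = DMSO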
STAT3 inh: reduces IL-6 driven STAT3 reporter signal. U3A cells, IL-6 STAT3-luciferase reporter, luminescence; host cell line lacks STAT1. AID 862. inhibition, % at 5.5 µM. actives 0.89% (n = 190,000);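 active = inhibition above the mean inhibition across all screened compounds plus 3 SD, cut at about 44% in these data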;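 also: 0% = DMSO only wells and 100% = 100 µM nifuroxazide control wells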
APP 5UTR inh: APP translation inhibition. inhibition, % at 2 µM. actives 0.82% (n = 190,000). SH-SY5Y APP 5'UTR-luciferase reporter, luminescence;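 active = inhibition above a set limit, derived from the sample mean plus 3 SD, cut at about 45% in these data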; also: values of inactives mirror those of a sister screen read the other way
Diaph inh CS: counter-screen for diaphorase-based assays: diaphorase inhibitors and chemical oxidizers; diaphorase resazurin-to-resorufin fluorescence, NADH, 16 min; bacterial (C. kluyveri) enzyme, not human; inhibition, % at 20 µM; actives 0.69% (n = 190,000);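 active = primary screen inhibition at 20 µM above a set limit, cut at about 50% in these data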;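 also: plate controls were DMSO with full reaction for no effect and wells lacking NADH for full effect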
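controls = No-NADH positive control and DMSO neutral control | system = Clostridium kluyveri diaphorase enzyme | timing = reaction incubation of 16 min at room temperature | signal = resorufin fluorescence 544/590 nm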
STAT1 activator: increases IFN-gamma driven STAT1 reporter signal; NIH 3T3 STAT1-luciferase reporter, luminescence; 100% = IFN-gamma alone, no compound; activation (% of control), % at 5.5 µM; actives 2.6% (n = 200,000);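 active = activation above the screen-wide mean activation plus 3 SD, cut at about 130% in these data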;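 also: raw ratio to IFN-gamma control signal so 100% means no change and 0% no light; values of inactives mirror those of a sister screen read the other way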
STAT3 activator: STAT3 signaling activation | activation (% of control), % at 5.6 µM | U3A cells, IL-6 STAT3-luciferase reporter, luminescence; 100% = signal with IL-6 EC80 alone | actives 0.91% (n = 190,000) | AID 871;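 active = activation above the screen-wide mean of compound activation plus 3 SD, cut at about 130% in these data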;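 also: 0% = background luminescence of wells with medium and substrate only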
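System – human U3A cells carrying STAT3-luciferase construct · Probe or stimulus – Interleukin-6, 33 ng/mL · Schedule – compound 1 h, then IL-6 6 h at 37 °C · Signal – luminescence from STAT3-driven luciferase reporter · Evaluation – percent of IL-6-only median luminescence · Benchmarks – IL-6-only high control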
Diaphorase act: activates diaphorase or chemically reduces, flagging diaphorase assay artifacts | Diaphorase/resazurin coupled assay, resorufin fluorescence, 16 min; active compounds read high; 1 = vehicle wells, 0 = NADH-free wells | activation factor at 20 µM | actives 0.005% (n = 190,000) | AID 1229;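 active = diaphorase activity raised at least twofold by the compound at 20 µM; inactive = activation factor below 2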
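Material: Clostridium kluyveri diaphorase, purified enzyme; Quantity: enzyme 0.07 U/mL final; Medium: HEPES pH 7.4 buffer with MgCl2 and Tween 20; Dosing: single compound dose of 20 µM, 1% DMSO final; Schedule: 16 min reaction at room temperature; Measured by: red resorufin fluorescence at 544/590 nm excitation/emission.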
Numbers without * were called inactive; . = not tested or not shown.

The opening 2 records, to show the layout:
SMILES	STAT1 inh	G6PDH CS	TLR4-MyD88 BLA	Hsp70 activator	STAT3 inh	APP 5UTR inh	Diaph inh CS	STAT1 activator	STAT3 activator	Diaphorase act
CC(C)Cn1c(CN2CCN(C(=O)c3ccco3)CC2)nc2c1c(=O)n(C)c(=O)n2C	3	-6	-15	-0.4	5	10	7	96	97	0.9
Cc1ccc(C(=O)Nc2c(-c3cccs3)c(=O)c3ccccc3n2C)cc1	10	1	9	-0.1	-5	9	37	91	104	0.6

All compounds of this part (from the top)
SMILES	STAT1 inh	G6PDH CS	TLR4-MyD88 BLA	Hsp70 activator	STAT3 inh	APP 5UTR inh	Diaph inh CS	STAT1 activator	STAT3 activator	Diaphorase act
CC(C)Cn1c(CN2CCN(C(=O)c3ccco3)CC2)nc2c1c(=O)n(C)c(=O)n2C	3	-6	-15	-0.4	5	10	7	96	97	0.9
Cc1ccc(C(=O)Nc2c(-c3cccs3)c(=O)c3ccccc3n2C)cc1	10	1	9	-0.1	-5	9	37	91	104	0.6
Cc1cc(Cl)ccc1OC(C)C(=O)Nc1ccc([N+](=O)[O-])cn1 (centres undefined)	5	1	11	-0.4	-3	-9	16	96	105	0.8
COc1ccc(N(C(=O)COc2ccc(F)cc2)S(=O)(=O)c2ccc(C)cc2)cc1	9	-11	0	-0.3	19	7	0	92	83	1
COC(=O)c1[nH]c2cc(OC)ccc2c1NC(=O)CN1CCOCC1	6	5	15	-0.3	4	3	2	94	100	1
CN(C(=O)c1ccc(OC2CCN(CCc3ccccc3)CC2)cc1)C1CCOCC1	-4	3	-18	0.1	12	-15	23	102	94	0.8
CCOc1ccc(/C=C(\C#N)C(=O)Nc2cccnc2)cc1	0	-10	-5	-0.2	5	8	4	100	95	1
O=C(NCC(=O)N(Cc1ccccc1)C(C(=O)NC1CCCC1)c1ccncc1)c1ccco1 (centres undefined)	-5	0	-1	0.1	-2	-8	-6	104	103	1.1
COc1ccc(-n2nc(C(=O)NCC(=O)N3CCN(c4ccccn4)CC3)c3ccccc3c2=O)cc1	-41	1	10	-0.1	-2	-33	16	137*	105	0.8
CN(C)C(=N)c1n[nH]nc1SCc1ccccc1	1	3	5	-0.2	8	-1	1	96	97	1
C[C@]12CC[C@@H]3c4ccc(O)cc4C(=O)C[C@H]3[C@@H]1CC[C@@H]2O	.	8	.	0.3	.	.	-24	.	.	1.2
COCCOC(=O)C1=C(C)NC(=O)N(C(C)=O)C1c1ccc(Cl)cc1 (centres undefined)	3	2	-5	-0.2	-8	-8	18	97	110	0.8
O=S(=O)(Nc1ccc(N2CCCCC2)cc1)c1ccc(F)c(F)c1	15	2	16	-0.1	12	2	34	86	90	0.7
CCn1nc(C)c(NC(=O)c2cnn3c(C(F)F)cc(-c4ccccc4)nc23)c1C	4	11	-4	-0.2	-1	-28	2	95	103	1
Cc1nc2ccccc2n1/N=C/c1ccc([N+](=O)[O-])o1	7	.	2	-0.3	31	42	.	94	82	.
O=C(CN(CCc1ccccc1)S(=O)(=O)c1ccc(Br)cc1)N/N=C/c1ccccc1C(=O)O	6	9	0	0.1	12	-11	17	95	91	0.8
COC(=O)c1sccc1NC(=O)CN(C)NS(=O)(=O)c1ccc(Cl)cc1	-2	6	7	-0.2	7	-3	15	102	97	0.9
CCCCCc1ccc(OCCCC[n+]2ccc(C)cc2)c(CCCCC)c1	28	8	7	-0.3	40	-15	-47	73	68	1.5
COC(=O)C1CCN(C(=O)CSc2nnc(-c3ccncc3)o2)CC1	-5	12	6	-0.4	4	10	11	104	99	0.9
O=C(COC(=O)c1ccccc1O)NCCCc1ccccc1	6	-1	2	0.0	-1	13	6	95	107	0.9
COc1ccccc1C(=O)N/C(=C/c1cccc([N+](=O)[O-])c1)C(=O)Nc1cccc(C(=O)O)c1	7	9	-17	0.1	3	-4	5	93	99	0.9
O=C(c1ccccc1)N1CCN(C(=O)c2ccc(OC(F)(F)F)cc2)CC1	0	-3	6	-0.3	11	-13	0	100	96	1
COc1ccc(-c2cc(C(F)(F)F)n3ncc(C(=O)Nc4c(C)n(C)n(-c5ccccc5)c4=O)c3n2)cc1	-2	18	-8	-0.2	8	19	.	102	95	.
C=CCOc1ccc(C2C(C(=O)c3ccco3)=C(O)C(=O)N2c2nnc(C)s2)cc1 (centres undefined)	-5	18	4	0.0	6	-10	.	105	100	.
Cc1ccc(S(=O)(=O)Nc2cc(=O)[nH]c(SCc3ccccc3Cl)n2)cc1	2	4	-1	-0.1	6	21	21	98	102	0.8
CC(=O)N(CN1C(=O)C2C3C=CC(C3)C2C1=O)c1cccc(Cl)c1 (centres undefined)	-1	-3	5	-0.2	4	20	-12	103	101	1.1
CCc1ccc(CN(C)Cc2nc(Cc3cccc(C(F)(F)F)c3)no2)nc1	7	12	3	0.0	3	-23	2	92	102	1
CCOc1ccccc1N(C(C)=O)S(=O)(=O)c1ccc(Cl)cc1	6	3	1	-0.4	0	12	2	92	101	1
COc1ccc(CC(=O)NCCC2=CCCCC2)cc1	-11	7	-13	-0.1	-4	-3	7	108	108	0.9
COc1ccc(CCNS(=O)(=O)c2ccc3oc(C(=O)O)c(C)c3c2)cc1OC	-5	10	1	-0.1	0	-18	12	104	103	0.9
CCC1CCCCN1C(=O)CSc1nc(C)cc(C)n1 (centres undefined)	-3	4	11	0.0	7	-102	-1	102	97	1
CN(C)C(=S)NCc1ccccc1	-1	-2	6	-0.4	-1	-1	11	101	104	0.9
Cc1ccc(NCc2nnc(SCC(=O)c3ccc4c(c3)OCCO4)o2)c(C)c1	0	-2	-10	-0.5	5	16	-3	100	101	1
CCc1nnc(NC(=O)CSc2ncnc3c2oc2ccccc23)s1	2	12	-1	-0.1	10	-3	13	98	99	0.9
CCOC(=O)CCCCNC(=O)Nc1ccccc1	1	6	8	-0.4	8	13	-11	97	98	1.1
O=C(CSc1nc(-c2ccco2)cc(C(F)(F)F)n1)Nc1ccc2c(c1)OCO2	11	-6	16	-0.4	15	-28	9	87	90	0.9
CSC1=NSC2=NC(=O)/C(=C\c3coc4ccccc4c3=O)C(=N)N12	-8	9	10	0.5	-9	-8	28	107	110	0.7
C=CCOc1ccc(/C=N/NC(=O)C(=O)Nc2ccccn2)cc1OC	0	3	-11	0.0	2	13	2	100	98	1
O=C(NNC(=S)NC(=O)c1ccco1)c1ccc(NC(=O)c2ccccc2)cc1	10	0	-7	0.0	3	-6	35	90	99	0.7
Fc1ccc(C2c3[nH]c4ccccc4c3CCN2Cc2ccoc2)cc1 (centres undefined)	-1	6	3	-0.3	-13	0	34	100	115	0.7
CC1(C)CC(=O)C2=C(C1)OC(N)=C(C#N)C2c1cn(-c2ccccc2)nc1-c1ccccc1 (centres undefined)	1	-6	8	-0.1	3	-3	29	99	97	0.7
Nc1nonc1C(=O)NCCNCc1ccccc1OCc1ccc(F)cc1	8	-3	-11	-0.2	6	-8	5	92	99	0.9
Cc1ccc(OCC(=O)NCCc2c[nH]c3ccccc23)cc1	2	1	1	-0.4	5	7	15	96	99	0.8
CN(C)S(=O)(=O)N1CCN(C(=O)N2CCOCC2)CC1	6	10	-1	0.2	2	.	5	91	99	0.9
COc1ccc(-n2cnnc2SC(C)C(=O)Nc2cccc([N+](=O)[O-])c2)cc1 (centres undefined)	-2	-16	-9	-0.1	1	-11	15	102	99	0.9
Cc1ccc(NC(=O)CSc2nnc(C)c(=O)n2N)cc1	-3	11	-6	-0.2	-3	-6	-8	103	107	1.1
CC(C)c1[nH]nc2c1C(c1cccc(OC(=O)N3CCOCC3)c1)C(C#N)=C(N)O2 (centres undefined)	-14	19	9	0.0	3	-1	14	112	102	0.9
CCc1ccc(NC(=O)CSc2nc3cc(C(=O)OC)ccc3c(=O)n2CC2CCCO2)cc1 (centres undefined)	-2	2	-2	0.0	-1	11	-6	102	104	1.1
CCCCOc1ccc(-c2nc(SCC(N)=O)n[nH]2)cc1	-11	-4	2	-0.1	-10	-25	12	110	111	0.9
COc1cccc(OC)c1C(=O)OCC(=O)Nc1cccnc1Cl	2	6	4	-0.4	-3	-5	-8	98	106	1.1
CCN1C(=O)C(Cc2nc3ccccc3c(=O)n2-c2ccccc2)c2ccccc21 (centres undefined)	7	4	-1	-0.5	0	1	7	93	100	0.9
O=C(N[C@@H](Cc1c[nH]c2ccccc12)C(=O)O)c1ccccc1Cl	2	0	2	0.0	1	2	12	97	101	0.9
S=c1[nH]nc(COc2ccccc2)n1Cc1ccccc1	1	7	-19	0.0	4	-12	21	99	99	0.8
CN1CCN(/N=C/c2ccc(-c3ccccc3)cc2)CC1	-16	8	-2	0.0	29	-75	-17	116	81	1.2
COC(=O)C(NS(=O)(=O)c1ccccc1Cl)c1ccccc1 (centres undefined)	0	6	-18	0.2	12	-3	5	99	96	0.9

Source: PubChem BioAssay
